SKKanGAS inh: inhibitors of SKKanGAS S. pyogenes growth in kanamycin (SK-promoter or general growth effect); BacTiter-Glo, 6 h; inhibition, % at 7.5 µM; 1.3% of 300,000 active;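 active means mean replicate score, as percent of positive control median, at least 50; inconclusive means mean below 50 but one replicate at or above 50; inactive means mean and every replicate below 50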;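 further: strain carries kanamycin resistance gene driven by streptokinase promoter and grows in 40 µg/ml kanamycin; loss of luminescence reflects streptokinase promoter inhibition or plain growth inhibition; 0% = median of DMSO wells and 100% = positive control at its reference dose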
Platelet DG rel: platelet dense granule release activity. 0.22% of 300,000 active. inhibition, %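 (compounds screened at 7.5 µM in platelet-rich plasma)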. human platelet-rich plasma, SFLLRN dense granule ATP release, luminescence;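 active means mean replicate score, as percent of positive control, at or above 50; inconclusive means mean below 50 but at least one replicate at or above 50; inactive means mean and every replicate below 50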
TRPC4 inh: inhibitors of mouse TRPC4 channel; Q9QUQ5; HEK293 TRPC4beta/mu-opioid, DAMGO-evoked Fluo4 calcium flux; stronger effect = lower value; B-score at 10 µM; 0.39% of 300,000 active; AID 2247;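 active means B-score over 3 SD under the library average, no early fluorescence shift, positive overall ratio signal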
Target sequence (Q9QUQ5 whole entry, looked up): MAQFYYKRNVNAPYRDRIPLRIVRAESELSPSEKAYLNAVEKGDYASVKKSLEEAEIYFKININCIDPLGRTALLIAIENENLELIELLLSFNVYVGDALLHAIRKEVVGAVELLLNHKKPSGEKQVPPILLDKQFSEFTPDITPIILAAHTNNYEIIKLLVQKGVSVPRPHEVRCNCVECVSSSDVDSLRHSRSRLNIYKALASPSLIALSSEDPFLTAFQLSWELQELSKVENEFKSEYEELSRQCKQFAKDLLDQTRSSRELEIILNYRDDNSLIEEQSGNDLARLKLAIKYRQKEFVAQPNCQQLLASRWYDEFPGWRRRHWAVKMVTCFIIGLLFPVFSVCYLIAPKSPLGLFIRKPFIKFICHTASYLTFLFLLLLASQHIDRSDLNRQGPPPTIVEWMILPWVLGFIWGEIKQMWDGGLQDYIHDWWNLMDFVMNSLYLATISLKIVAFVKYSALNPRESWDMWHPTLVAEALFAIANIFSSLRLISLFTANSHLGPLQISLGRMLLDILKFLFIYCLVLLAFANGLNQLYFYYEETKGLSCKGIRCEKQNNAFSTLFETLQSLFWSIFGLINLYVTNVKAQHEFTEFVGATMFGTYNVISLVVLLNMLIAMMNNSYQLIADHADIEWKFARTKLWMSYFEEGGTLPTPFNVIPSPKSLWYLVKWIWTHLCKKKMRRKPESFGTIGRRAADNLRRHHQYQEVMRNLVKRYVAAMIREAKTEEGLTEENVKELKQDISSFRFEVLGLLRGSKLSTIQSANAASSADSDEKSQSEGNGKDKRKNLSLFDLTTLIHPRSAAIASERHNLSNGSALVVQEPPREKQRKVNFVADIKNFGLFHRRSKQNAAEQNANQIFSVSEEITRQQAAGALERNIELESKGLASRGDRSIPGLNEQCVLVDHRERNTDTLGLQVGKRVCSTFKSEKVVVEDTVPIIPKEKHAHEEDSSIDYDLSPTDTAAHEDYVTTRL
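material = TRPC4beta/mu-opioid receptor HEK293 cell line | probe or stimulus = sequential submaximal and maximal DAMGO stimulation | compound dosing = one concentration per compound | measured by = Fluo4 Ca2+ flux fluorescence | evaluation = integrated fluorescence ratio relative to baseline, converted to per-well B score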
TRPC6 inh: blocks the mouse TRPC6 cation channel; Q61143; HEK293-TRPC6, membrane potential dye, ACh-evoked depolarization; stronger effect = lower value; B-score at 10 µM; 1.1% of 310,000 active;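 active means B-score under library mean minus 3 SD, initial fluorescence not abnormally high, positive integrated signal ratio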;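 further: B-score derived from integrated fluorescence ratio over the kinetic read; more negative B-score means stronger inhibition of depolarization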
TRPC6 activator: activates the mouse TRPC6 cation channel; Q61143; HEK293-TRPC6 membrane potential dye fluorescence; stronger effect = higher value; B-score at 10 µM; 0.13% of 310,000 active;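 active means B-score of the integrated fluorescence ratio above library mean plus 3 SD, and starting fluorescence ratio within library mean plus 5 SD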;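 further: higher score means more depolarization so channel activation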
RGS4 block: inhibitors of human RGS4. B-score at 10 µM. P49798. 0.45% of 310,000 active. HEK293 M3R/RGS4 inducible, Fluo-4 calcium flux; stronger effect = higher value; triggered by carbachol at its EC20. AID 463165;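 active means B-score, a plate-corrected calcium signal, over three deviations above library mean, with baseline fluorescence within five deviations of library mean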;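 further: RGS4 expression induced by doxycycline in cells with stable M3 receptor; B-score is computed from the integrated fluorescence ratio over baseline after carbachol; higher B-score means a larger calcium signal and so more RGS4 inhibition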
MrgX1 antag: human MrgX1 receptor antagonism, primary screen | B-score at 10 µM | Q96LB2 | 1.3% of 310,000 active | AID 588676 | MRGX1-HEK293 calcium flux, Fluo-4, BAM8-22 antagonism; stronger effect = lower value;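 active means calcium-response B-score plate-corrected more than 3 library SD below zero, starting fluorescence within 5 deviations, no agonist response on first addition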;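 further: peak minus trough fluorescence over baseline after final BAM8-22 challenge near maximal dose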
HIF activator: HIF pathway transcriptional activation. U2OS HRE-luciferase reporter, luminescence; normalized: DMSO 0%, desferrioxamine 100%. activation, % at 7.5 µM (by protocol). 0.32% of 300,000 active. AID 1910;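 active means mean activation of at least 10% of the iron chelator positive control signal, with at least half of replicates also reaching 10%; inconclusive means mean and replicate majority disagree about reaching 10%; inactive means mean and most replicates under 10%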
MrgX1 PAM: human MrgX1 positive allosteric modulation, primary screen; AID 588675; 0.63% of 310,000 active; B-score at 10 µM; MrgX1-HEK293, Fluo-4 calcium flux, FDSS; stronger effect = higher value; Q96LB2;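 active means plate-corrected calcium response at least 3 library SD above typical, normal starting fluorescence, not activating the receptor alone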;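 further: compound read alongside a low EC10 to EC30 dose of BAM8-22 agonist; peak minus trough fluorescence over baseline measured at the second addition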
RGS4 act: potentiators or activators of RGS4. HEK293 M3R/inducible RGS4, carbachol calcium flux Fluo4; stronger effect = lower value. B-score at 10 µM. 0.92% of 310,000 active. AID 463111;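 active means B-score of the integrated calcium signal more than 4 SD below the library mean, with starting fluorescence not abnormally high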;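 further: negative B-score means reduced calcium response which marks RGS4 activation or potentiation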
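test system = HEK293 cells with stable M3R and inducible RGS4 | schedule = recording 10 s baseline at 1 Hz, 100 s post-agonist | technique = Fluo4-AM (2 µM) calcium-flux fluorescence, kinetic read | measure = Agonist-evoked peak-minus-minimum fluorescence over baseline, integrated ratio, B score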
MrgX1 ag: agonists of human MrgX1 receptor. Q96LB2. MrgX1-HEK293 cells, Fluo-4 calcium fluorescence, agonist mode; stronger effect = higher value. B-score at 10 µM. 0.44% of 310,000 active. AID 588627;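 active means calcium response B-score plate-corrected fluorescence ratio at least 3 library SD, with starting fluorescence B-score inside 5 SD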
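Material – MrgX1-expressing HEK293 cells · Input – 15,000 cells seeded per well · Dosing – compound as first of three additions · Times – overnight seeding, then 1 h dark dye loading · Measured by – kinetic Fluo-4 NW fluorescence of intracellular calcium · Read-out – B-scored fluorescence response ratio · Benchmarks – positive and negative control wells on each plate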
Active calls of the source: *; i = inactive; u = inconclusive; x = not tested or not shown.

SMILES	SKKanGAS inh	Platelet DG rel	TRPC4 inh	TRPC6 inh	TRPC6 activator	RGS4 block	MrgX1 antag	HIF activator	MrgX1 PAM	RGS4 act	MrgX1 ag
COc1ccc(C(C(=O)NCC2CCCO2)N(Cc2ccco2)C(=O)c2snc(C(N)=O)c2N)cc1OC (configuration not stated)	3.3	-8.4	i	i	i	i	i	0.1	i	i	i
Cc1cc(C(C)(C)C)nc2[nH]n(-c3ccccc3)c(=O)c12	4.8	-12.1	i	i	i	i	i	-0.1	i	i	i
O=C1CN(C(=O)CSc2nc3ccccc3c(=O)n2Cc2ccc(F)cc2)c2ccccc2N1	3.5	2.7	i	i	i	i	i	-0.5	i	i	i
CC(C)C(NC(=O)c1ccco1)C(=O)NCC(c1ccco1)N1CCCCC1 (configuration not stated)	9.7	0.4	i	i	i	i	i	-0.7	i	i	i
CC1=NN(C(=O)c2cc(C)nn2C)C(O)(C(F)(F)F)C1 (configuration not stated)	-6.1	15.5	i	i	i	i	i	0.0	i	i	i
CCCc1c(O)nc(SCCN(CCC)CCC)[nH]c1=O	0.1	0.9	i	i	i	i	i	0.6	i	i	i
COc1cccc(N2CCN(S(=O)(=O)c3ccc4c(c3)N(C(C)=O)CCO4)CC2)c1	-3.6	2.8	i	i	i	i	i	-0.8	i	i	i
CCC(C)(C)n1c(=O)[nH]c2c(c1=O)CCC2	-4.9	-5.1	i	i	i	i	i	-0.3	i	i	i
OC(COC(c1ccc(Cl)cc1)c1ccc(Cl)cc1)CN1CCN(c2ccccn2)CC1 (configuration not stated)	u	2.5	i	i	i	i	i	0.4	i	i	i
CC1(C(=O)N2CC3(CC(c4cccc([N+](=O)[O-])c4)=NO3)C[C@H]2C(=O)NCC(N)=O)CC1 (some centres not stated)	-0.2	9.2	i	i	i	i	i	-0.5	i	i	i
COc1cc(C2CC(=O)c3c([nH]c(C(=O)OCCOC(C)C)c3C)C2)cc(OC)c1OC (configuration not stated)	-13.2	0.3	i	i	i	i	i	0.1	i	i	i
Cc1cc(N/N=C/c2c[nH]c3ccccc23)c2ccccc2n1	0.8	0.2	i	i	i	i	i	0.2	i	i	i
O=C(NCCCN1CCCC1=O)c1cc(NS(=O)(=O)c2ccc(F)cc2)cc(NS(=O)(=O)c2ccc(F)cc2)c1	12.8	-2.9	i	i	i	i	i	0.0	i	i	i
O=C(c1cc2ccccc2cc1O)N1CCN(c2ccccc2O)CC1	u	-0.4	i	i	i	i	i	0.0	i	i	i
COc1ccc(OC)c2c1C(=O)c1ccccc1C2=O	2.5	-4.1	i	i	i	i	i	-0.8	i	i	i
CCO[C@@H]1OC(C(=O)NCc2nc3ccccc3[nH]2)=C[C@H](C)[C@H]1CCCO	-7.0	2.0	i	i	i	i	i	-0.1	i	i	i
CC(C)CC(=O)NC(=S)Nc1cccc(NC(=O)c2ccccc2)c1	-16.0	10.9	i	i	i	i	i	0.0	i	i	i
Cc1ccc2[nH]c(=O)c(CN(Cc3cccs3)Cc3nnnn3Cc3ccccc3)cc2c1	14.4	-1.5	i	i	i	i	i	0.2	i	i	i
Cn1nc(-c2ccccc2)cc1NC(=O)c1cccs1	9.6	1.6	i	i	i	i	i	-0.1	i	i	i
COc1ccc(N2CCN(c3nc4c(c(=O)[nH]c(=O)n4C)n3Cc3cccc(C)c3)CC2)cc1	9.6	20.0	i	i	i	i	i	0.0	i	i	i
CC(C)(C)Nc1nc(Cl)nc(NC(C)(C)C)n1	-1.4	-2.2	i	i	i	i	i	-0.6	i	i	i
COc1ccc(CCNC(=O)COC(=O)/C=C/c2ccc(OCC#N)c(OC)c2)cc1	-6.8	-0.5	i	i	i	i	i	x	i	i	i
COc1ccc2nc(N(Cc3ccccc3)C(=O)CCNC(C)=O)sc2c1	-0.1	11.0	i	i	i	i	i	1.7	i	i	i
COc1cc2c(cc1OC)CN(C(=O)c1cc(S(=O)(=O)N3CCCCC3)ccc1Cl)CC2	6.2	45.3	i	i	i	i	i	0.0	i	i	i
NC(=O)COC(=O)c1c2c(nc3ccccc13)CCCC2	-3.2	-6.4	i	i	i	i	i	-0.7	i	i	i
CCc1nnc(NC(=O)C(CC)CC)s1	-0.7	9.9	i	i	i	i	i	-0.7	i	i	i
CS(=O)(=O)c1ccc2nc(NC(=O)c3cccc(NS(=O)(=O)c4ccc(F)c(F)c4)c3)sc2c1	37.5	10.5	i	i	i	i	i	0.0	i	i	i
CCOc1ccccc1/C=N/NC(=O)CNC(=O)COc1ccccc1	4.6	9.3	i	i	i	i	i	0.1	i	i	i
Cc1ccccc1OCCC(=O)Nc1ccc2c(C)cc(=O)oc2c1	4.6	-10.8	i	i	i	i	i	0.8	i	i	i
Brc1c(OCCOCCn2cncn2)ccc2ccccc12	-2.8	-0.3	i	i	i	i	i	-0.3	i	i	i
Cc1ccc(CNS(=O)(=O)c2cn(C)cn2)cc1	-5.4	-9.8	i	i	i	i	i	-0.2	i	i	i
COc1ccc(/C=N\NC(=O)c2sc(N)nc2C)cc1OC	-4.0	1.2	i	i	i	i	i	1.0	i	i	i
Cn1ncc([N+](=O)[O-])c1C(=O)N1CCCCCC1	-2.8	-4.7	i	i	i	i	x	0.4	x	i	x
COC(=O)CCc1c(C)c(C(=O)c2cc(F)c(F)c(F)c2F)c2ccccn12	11.8	-1.6	i	i	i	i	i	-1.0	i	i	i
CCOC(=O)c1c2c3c(cccc3n(C)c1=O)C(=O)c1ccccc1-2	11.8	0.4	i	i	i	i	i	-0.4	i	i	i
CC(C)CN1CCN(Cc2nc(C(C)C)cs2)CC1CCO (configuration not stated)	-2.0	0.2	i	i	i	i	i	0.4	i	i	i
Cc1ccc(C)c(NC(=O)CSc2sc3c(O)cc(=O)[nH]c3c2C#N)c1	22.3	-3.6	i	i	i	i	i	0.0	i	i	i
Cn1c(=O)c2[nH]c(=O)cnc2n(C)c1=S	-2.4	-4.0	i	i	i	i	i	-0.3	i	i	i
CC1(C)CC2CC(C)(CN2CC(O)c2ccccc2)C1 (configuration not stated)	-1.3	0.3	i	i	i	i	i	-0.8	i	i	i
COc1ccc(N2CC(NS(=O)(=O)c3ccc4ccccc4c3)CC2=O)cc1 (configuration not stated)	1.6	15.5	i	i	i	i	i	-0.2	i	i	i
COc1cc(C(=O)NCc2cn3ccccc3n2)cc(OC)c1OC	-1.5	-0.3	i	i	i	i	i	0.0	i	i	i
COc1ccc(N(CC(=O)Nc2ccc(F)c(Cl)c2)S(=O)(=O)c2c(C)noc2C)cc1	0.3	-3.6	i	i	i	i	i	0.3	i	i	i
C[C@@H](O)c1nc2ccccc2n1N	-1.0	-7.0	i	i	i	i	i	-0.1	i	i	i
OC(CN1CCN(c2ccccn2)CC1)Cn1c2ccccc2c2ccccc21 (configuration not stated)	4.1	-2.5	i	i	i	i	i	0.0	i	i	i
S=c1[nH]nc(-c2cccnc2)n1-c1ccccc1	3.2	-4.0	i	i	i	i	i	-0.1	i	i	i
O=C(CCN1CCN(Cc2ccccc2)CC1)Nc1ccccc1Cl	19.3	-1.0	i	i	i	i	i	-0.1	i	i	i
N#Cc1nc(-c2ccc(OCc3ccccc3)cc2)oc1NCCCn1ccnc1	44.2	6.9	i	i	i	i	i	-0.1	i	i	i
COc1ccc(CC(=O)Nc2cc3oc4ccccc4c3cc2OC)cc1	-12.9	5.0	i	i	i	i	i	2.2	i	i	i
Cc1cccc(-n2cnc(C(=O)N/N=C\c3ccc(Br)cc3)c2)n1	-0.7	6.3	i	i	i	i	i	0.1	i	i	i
COc1ccccc1C(=O)OCCCN=C1NS(=O)(=O)c2ccccc21	-0.4	7.9	i	i	i	i	i	1.3	i	i	i
O=S(=O)(c1ccc(NC(=S)NCc2ccc(F)cc2)cc1)N1CCOCC1	22.7	4.7	i	i	i	i	i	0.4	i	i	i
CN(c1ccc(C(=O)Nc2ccc3c(c2)OCCO3)cc1)S(C)(=O)=O	-3.3	21.4	i	i	i	i	i	0.6	i	i	i
O=C(NCCCCc1ccccc1)C1CC(c2cccc(F)c2)=NO1 (configuration not stated)	-2.6	-1.2	i	i	i	i	i	-0.2	i	i	i
Cc1ccc(CNC(=O)c2ccccc2NC(=O)CN2CC(C)OC(C)C2)cc1 (configuration not stated)	-4.2	33.3	i	i	i	i	i	-0.5	i	i	i
CS(=O)(=O)NCCSCc1ccccc1	-2.6	9.4	i	i	i	i	i	0.7	i	i	i
O=[N+]([O-])c1ccc(N2CCN(Cc3ccccc3)CC2)nc1	1.1	0.0	i	i	i	i	i	0.1	i	i	i
COc1ccc(S(=O)(=O)N2CCOCC2)cc1NC(=O)CSc1ncnc2ccccc12	18.3	3.2	i	i	i	i	i	-0.4	i	i	i
COc1ccc(S(=O)(=O)N2CCC(C(=O)NC3CCCCC3)CC2)cc1C	1.3	-0.4	i	i	i	i	i	-3.7	i	i	i
CCOC(=O)C(C(=O)OCC)=C1OC(=O)c2ccccc21	7.9	-0.9	i	i	i	i	i	-0.1	i	i	i
Cc1ccc(CNC(=O)c2cccnc2Cl)cc1	-0.2	-8.4	i	i	i	i	i	-0.5	i	i	i
(more compounds)
SMILES	SKKanGAS inh	Platelet DG rel	TRPC4 inh	TRPC6 inh	TRPC6 activator	RGS4 block	MrgX1 antag	HIF activator	MrgX1 PAM	RGS4 act	MrgX1 ag
O=C(CSc1nncn1-c1ccccc1)NC1CCCc2ccccc21 (configuration not stated)	2.1	-0.8	i	i	i	i	i	-0.3	i	i	i
CC#CC#Cc1cccc(=O)o1	-1.9	2.7	i	i	i	i	i	-0.8	i	i	i
COc1cc(C)c(NC(=O)COc2ccc3c(c2)OCO3)cc1C	-3.5	-9.4	i	i	i	i	i	1.1	i	i	i
CCOC(=O)N1CCc2c(sc(NC(=O)CN3CCOCC3)c2C#N)C1	-1.0	-15.5	i	i	i	i	i	0.1	i	i	i
CCOC(=O)C1=C(C)NC(=O)C(C#N)C1c1ccncc1 (configuration not stated)	12.3	-0.9	i	i	i	i	i	-0.1	i	i	i

Screens (PubChem BioAssay)

An unsorted share of the library; any-hit rate near 6.1%.
